MKP-3 inhibition: MKP-3 phosphatase inhibitors, primary screen, biochemical, rat enzyme, in vitro (AID 425). Dual specificity protein phosphatase 6 (Rattus norvegicus). recombinant MKP-3 phosphatase activity, fluorescence; higher % means a stronger effect. inhibition, % at 20 µM; hits with a dose series show IC50 in µM. actives 0.17% (n = 110,000); in the data active means inhibition above about 50%;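 further: plate controls were vehicle for no effect and reference inhibitor for full effect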
Hsp70 inhibitors: Hsp70 inhibitors, probe displacement, primary screen, biochemical, fluorescence polarization (AID 583). Heat shock 70 kDa protein 1A (Homo sapiens). Hsp70 fluorescence polarization probe displacement, mP; higher % means a stronger effect. one-dose displacement, % at 20 µM; IC50 in µM for titrated hits. actives 0.06% (n = 140,000); in the data active means displacement above about 50%;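 further: plate controls were vehicle for no effect and reference ligand for full effect; a part of the inactive calls stands beside numbers as strong as those of hits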
An asterisk follows results filed as active; · = no result given; & = joins results of further samples. These rows are one share of the data; rates above refer to the full screens.

SMILES	MKP-3 inhibition	Hsp70 inhibitors
Cc1noc(-c2ccccc2OC(=O)c2ccccc2)n1	-11%	-1.2%
O=C(NC12CC3CC(CC(C3)C1)C2)c1cnccn1	3%	10%
O=C(Nc1ccccc1F)c1ccccc1	-2%	2.7%
O=CN1CCN(C(=O)c2ccccc2F)CC1	-9%	2.0%
O=S(=O)(c1cccs1)N1CCN(Cc2ccccc2)CC1	-1%&0%	4.1%&-1.2%
O=c1oc(-c2ccc(F)cc2)nc2ccsc12	·	3.9%
CCCC(=O)Nc1ccc2oc(-c3cc(Br)ccc3Cl)nc2c1	10%	1.8%
CSCCC(NS(=O)(=O)c1ccc(Cl)cc1)C(=O)OCC(=O)NC1CC1 (stereo not given)	·	4.6%
CCOc1ccc(NS(=O)(=O)c2ccc(Br)cc2)cc1	4%	4.5%
CCOC(=O)c1ccc(Nc2ncnc3c2cnn3C)cc1	-11%	1.3%
Cc1c(N=Cc2ccc3c4c(cccc24)CC3)c(=O)n(-c2ccccc2)n1C	0%	-0.1%
COc1ccc(CCCc2nnc(SCC(=O)Nc3nc(C)cs3)n2C)cc1C	2%	3.2%
O=C(N/N=C/c1ccccc1O)c1n[nH]c2c1CCC2	3%	-0.5%
Cc1ccc(NC2=NC(c3ccco3)n3c(nc(C)cc3=O)N2)c(C)c1 (stereo not given)	-11%	0.9%
O=C(CSc1nc2sc3c(c2c(=O)n1-c1ccccc1)CCCC3)NCc1ccco1	-3%	-3.7%
O=C(CCn1c(=O)oc2ccccc21)N1CCN(c2ccc(F)cc2)CC1	-2%	1.2%
c1ccc(OCCSc2ncnc3nc[nH]c23)cc1	-22%	1.3%
COc1cc(C(=O)O)cc(OC)c1OCc1cc(C(=O)O)oc1C	-9%	0.5%
CCCOn1c(-n2nc(C)cc2C)nc2ccccc2c1=O	·	17%
Cc1ccc(N(CC(=O)NCC(C)NC(=O)CN(c2ccc(C)cc2)S(C)(=O)=O)S(C)(=O)=O)cc1 (stereo not given)	3%	1.0%
CCc1noc(-c2[nH]c3ccccc3c2C(=O)C(=O)N(C)C)c1C	2%	0.9%
CCN(C(=O)Cc1cccs1)c1nnc(-c2cccnc2)s1	-6%	2.7%
O=C(c1ccco1)N1CCN(c2nnc(-c3ccccc3)c3ccccc23)CC1	·	-1.5%
N#Cc1nc(N2CCCCC2)nc(N2CCOCC2)n1	-8%	-2.1%
Cc1cc(/C=N/NC(N)=S)c(C)n1-c1cccc([N+](=O)[O-])c1	4%	-1.5%
COc1cccc(N=Cc2c(O)n(-c3cccc(C)n3)c(=O)c3ccccc23)c1	·	3.2%
Cc1cc(OCC(=O)Nc2sc3c(c2C(N)=O)CCC(C)C3)ccc1Cl (stereo not given)	4%	-1.7%
CCSCc1nnc(SCC(=O)c2ccc(OC)cc2)n1C	-8%	-0.8%
CC(=O)Nc1nc2ccc(-c3nc4ccccc4o3)cc2s1	-10%	-3.2%
CCC(=O)Nc1cc2nn(-c3ccccc3)nc2cc1Cl	-12%	1.1%
Cc1cc(C)n(Cc2ccc(F)cc2)c(=O)c1C#N	-3%	1.5%
Cn1ccnc1SCC(=O)c1ccc(O)c(O)c1	4%	-2.5%
Cc1cc(C)c(C(=O)/C=C/c2cccc([N+](=O)[O-])c2)cc1C	11%	-2.9%
CCCCC(=O)Nc1ccc(NC(=O)C2CC2)nc1	-5%	-0.1%
CCOC(=O)c1sc(NC(=O)CSc2nnc(-c3ccc(OC)cc3)n2CCOC)nc1C	-4%	5.2%
COCCN(C(=O)COc1ccc(Cl)cc1)c1nnc(-c2cccnc2)s1	·	7.2%
CCCCOCCCNS(=O)(=O)Cc1ccccc1	2%	-2.0%
COc1cccc(C2/C(=C(\O)c3ccccc3)C(=O)C(=O)N2c2cccnc2)c1 (stereo not given)	1%	1.7%
C=CCn1c(SCC(=O)O)nnc1-c1ccncc1	4%	-0.2%
Cn1c(=O)c2c(nc(Oc3ccccn3)n2C)n(C)c1=O	-1%	1.5%
CC(=O)C1=C(NC(=O)c2ccccc2F)C[C@@H]2[C@H]1C2(C)C	1%	-2.2%
O=C(/C=C/c1cccc([N+](=O)[O-])c1)Nc1ccc(F)cc1	-3%	1.1%
COc1ccc(-n2nc3c(c2NC(=O)Cc2cccc(C)c2)CS(=O)C3)cc1 (stereo not given)	-2%	-1.1%
O=C(Cc1n[nH]c(=O)[nH]c1=O)N/N=C/c1ccc(C(F)(F)F)cc1	2%	-0.1%
O=C(Nc1ccc2c(c1)CCC2)c1cccc(S(=O)(=O)N2CCN(c3ccc(F)cc3)CC2)c1	·	-2.1%
COc1ccc(N/N=C(/Oc2ccc([N+](=O)[O-])cc2)C(C)=O)cc1	·	7.9%
COc1cccc(C(=O)NC(NC(=S)Nc2ccccc2Cl)C(Cl)(Cl)Cl)c1 (stereo not given)	0%	2.8%
CCN=C1SC(C(=O)Nc2cccc(C(=O)O)c2)CC(=O)N1CC (stereo not given)	-6%	-2.2%
CC1=C(C(=O)OCCc2ccccc2)C(c2ccc(C)s2)NC(=O)N1 (stereo not given)	4%	0.6%
O=C1NCC(CN(c2ccccc2)c2ccccc2)O1 (stereo not given)	-9%	4.5%

A different layout for some results above:
MKP-3 inhibition | Hsp70 inhibitors | SMILES
0% | 2.8% | COc1cccc(C(=O)NC(NC(=S)Nc2ccccc2Cl)C(Cl)(Cl)Cl)c1 (stereo not given)
-6% | -2.2% | CCN=C1SC(C(=O)Nc2cccc(C(=O)O)c2)CC(=O)N1CC (stereo not given)

One compound at a time, from the list above. Order of screens: MKP-3 inhibition | Hsp70 inhibitors
COc1ccc(N/N=C(/Oc2ccc([N+](=O)[O-])cc2)C(C)=O)cc1 is entered as · | 7.9%
CC1=C(C(=O)OCCc2ccccc2)C(c2ccc(C)s2)NC(=O)N1 (stereo not given) is entered as 4% | 0.6%
O=C(Cc1n[nH]c(=O)[nH]c1=O)N/N=C/c1ccc(C(F)(F)F)cc1 is entered as 2% | -0.1%
CCN=C1SC(C(=O)Nc2cccc(C(=O)O)c2)CC(=O)N1CC (stereo not given) is entered as -6% | -2.2%
O=C1NCC(CN(c2ccccc2)c2ccccc2)O1 (stereo not given) is entered as -9% | 4.5%

Going on with the list.
SMILES	MKP-3 inhibition	Hsp70 inhibitors
CC1(C)c2ssc(=S)c2-c2ccccc2N1C(=O)COc1nc2ccccc2s1	-1%	-0.9%
CCN(CC)S(=O)C12CC3CC(CC(C3)C1)C2 (stereo not given)	2%	-4.5%
CC(C)(C)c1ccc(S(=O)(=O)N2CCCC2)cc1	-5%	2.1%
CCOC(=O)c1ccccc1NC(=O)Cn1cnc2c1c(=O)n(C)c(=O)n2C	-4%&-3%	-0.7%&4.9%
O=C(Cn1cnc2c(nnn2Cc2ccc(F)cc2)c1=O)N1CCN(c2ccccc2)CC1	1%	-0.5%
CC(=O)C(Sc1nc(-c2ccco2)nc2c1c(=O)n(C)c(=O)n2C)C(=O)N(C)C (stereo not given)	8%	-0.3%
CCCCn1cnc2sc3c(c2c1=N)CCCC3	-8%	6.2%
O=C(/C=C/c1ccc(-c2ccccc2)o1)c1ccco1	0%	-39%
COc1c2c(nc3ccccc13)OC(C(C)(O)CO)C2 (stereo not given)	·	3.2%
CCOC(=O)C(CC)n1nc(C)n2c(cc3occc32)c1=O (stereo not given)	·	0.4%
Clc1ccc(-c2cn3c(n2)CCC3)cc1	10%	-5.2%
CCCCN(C)C(=O)c1cn(C)c2ccc(S(=O)(=O)N(C)C)cc2c1=O	-8%	3.2%
COc1ccccc1CNS(=O)(=O)c1cccc(S(=O)(=O)N2CCOCC2)c1	-2%	-1.5%
O=C(NC(Cc1ccccc1)C(=O)O)c1ccccc1 (stereo not given)	-10%	0.5%
O=C1OCc2ccc(NC(=O)C3CCCCC3)cc21	5%	4.6%
CCC1Oc2ccccc2N(CC(=O)NCCC2=CCCCC2)C1=O (stereo not given)	-15%	1.1%
COC(=O)[C@H](Cc1ccccc1)NC(=O)NCC1CCCO1 (stereo not given in full)	-2%	-7.2%
CC(=O)Nc1ccc(S(=O)(=O)N2CCC(c3nc4ccccc4[nH]3)CC2)cc1	-1%	-13%
O=C(c1ccc(Cl)cc1)c1cc2ccccc2o1	-5%	5.3%
O=C(CCCOc1ccc(Cl)cc1Cl)Nc1ccc(F)c(Cl)c1	0%	-3.2%
COc1cc(NC(=O)Nc2ccccc2)c(OC)cc1NC(=O)CN1CCCCC1	-2%	2.7%
O=C(COc1ccc(Cl)cc1Br)NNC(=O)c1ccccc1F	2%	0.9%
COC(=O)c1cc(C(=O)NCCCN(C)C)cc([N+](=O)[O-])c1	4%	0.2%
CC(C)CCNC(=O)CN(C(=O)CCC(=O)Nc1ccccn1)c1ccc2c(c1)OCCO2	·	11%
O=C(C1=C(O)C(=O)N(c2ncccn2)C1c1cccs1)c1ccco1 (stereo not given)	-21%	12%
COc1ccc(CNC(=O)Cn2nc(-c3ccc4c(c3)OCCO4)ccc2=O)cc1	-2%	·
Cc1cc(C(=O)COc2nncc3ccccc23)c(C)n1C	-1%	0.9%
Clc1ccc2c(c1)c1cc(Cl)ccc1n2CN1CCOCC1	·	3.9%
COc1ccccc1NC(=O)C1CCCN1C(=O)NCc1ccccc1 (stereo not given)	-14%	7.2%
CC(=O)c1ccc(Cc2cnc(N)s2)cc1	-5%	5.0%
CC1CCN(c2ccc(C(=O)c3ccccc3)cc2F)CC1	4%	-6.2%
Cc1cc(C)n(-c2nc(NCC(C)O)c3c4c(sc3n2)COC(C)(C)C4)n1 (stereo not given)	·	-1.8%
C/C(=N\NC(=O)C1CC1)c1ccccn1	0%	5.0%
O=C(c1cc2cc3ccc(Cl)cc3nc2o1)N1CCN(Cc2ccc3c(c2)OCO3)CC1	2%	0.1%
CCC(C)(C(=O)NC1CCCCC1)N(Cc1ccco1)C(=O)CC1NC(=O)NC1=O (stereo not given)	11%	-1.1%
Cc1cc(N2CCN(C)CC2)nc2ccc(NC(=O)CCC(=O)NCCC3=CCCCC3)cc12	-2%	-2.1%
c1ccc2[nH]c(SCc3cscn3)nc2c1	-11%	-0.1%
COc1ccc(C2=Nc3ccc(Br)cc3C(c3ccccc3)N2CC(=O)NN)cc1 (stereo not given)	-5%	-5.2%
O=C(CCNC(=O)/C(=C\c1ccccc1)NC(=O)c1ccco1)OCc1ccccc1	3%	-0.6%
Cc1ccc(S(=O)(=O)Nc2ccc(S(=O)(=O)N3CCCC3)cc2)cc1	-1%	4.0%
CC(C)Oc1cccc(-c2cc(C(=O)N3CCN(c4ncccn4)CC3)c3ccccc3n2)c1	·	1.5%
CCC1CCCCN1C(=O)COC(=O)c1ccc(S(=O)(=O)N2CCOCC2)cc1 (stereo not given)	-4%	6.3%
Cc1ccc(OCCSc2nnc(-c3cccs3)n2C)cc1	·	0.7%
COc1ccc(C(=O)CSc2nc3cc(OC)ccc3n2Cc2ccccc2)cc1	2%	-2.7%
CCCN1Cc2cccc(C(=O)Nc3cc(OC)cc(OC)c3)c2C1=O	2%	-3.5%
O=C(NC(=S)Nc1cc([N+](=O)[O-])cc(Cl)c1O)c1cccnc1	14%	18%
O=C(NCc1cccs1)c1nc2c(nnn2Cc2ccc(F)cc2)c(=O)[nH]1	-17%	-7.2%
NC(=O)C1(N2CCCCC2)CCN(C(=O)c2ccc(-n3cnnn3)cc2)CC1	-9%	0.2%
CCCCNC(=O)CS(=O)Cc1nc(-c2cccc(Cl)c2)oc1C (stereo not given)	7%	0.5%
CCOC(=O)Nc1ccc2c(c1)N(C(=O)CCN1CCN(CCO)CC1)c1ccccc1CC2	·	3.1%

More records follow.
SMILES	MKP-3 inhibition	Hsp70 inhibitors
CCn1c(CNC(=O)c2cccc(C)c2)nc2ccccc21	2%	0.1%
Cc1ccc(NC(=O)CSCC(=O)Nc2ccccc2)c(C)c1	3%	0.5%
O=C(Nc1nc(-c2cccs2)cs1)c1ccc(S(=O)(=O)N2CCCC2)cc1	-7%	5.2%
Cn1ncc(N=Cc2ccccc2O)c1C(=O)Nc1ccccc1	-10%	0.6%
COc1ccc(C2C(C(=O)c3sc(C)nc3C)=C(O)C(=O)N2CCN2CCOCC2)cc1 (stereo not given)	0%	5.3%
O=C(CSCc1cnn(-c2ccccc2)c1-n1cccc1)N1CCN(Cc2ccccc2)CC1	·	1.3%
Cc1ccc2c(CC(=O)OCn3nnc4ccccc4c3=O)coc2c1	-16%	3.0%
COCCCNC(=O)c1cc(-c2ccccc2)nc2ccccc12	-4%	-0.4%
COc1ccc(Cc2c[nH]c(=O)[nH]c2=O)cc1	·	-3.3%
CC1CN(C(=O)c2cc(F)c(F)cc2Cl)CC(C)O1 (stereo not given)	-7%	3.9%

3 compounds out of the list above, ordered by the number in Hsp70 inhibitors, descending.
molecule | Hsp70 inhibitors
COc1ccc(C2C(C(=O)c3sc(C)nc3C)=C(O)C(=O)N2CCN2CCOCC2)cc1 (stereo not given) | 5.3%
O=C(Nc1nc(-c2cccs2)cs1)c1ccc(S(=O)(=O)N2CCCC2)cc1 | 5.2%
COc1ccc(Cc2c[nH]c(=O)[nH]c2=O)cc1 | -3.3%

The list goes on:
SMILES	MKP-3 inhibition	Hsp70 inhibitors
Cc1cc(Cl)ccc1OCC(=O)Nc1ccc(N2CCOCC2)cc1	-5%	6.6%
CS(=O)(=O)N(CC(=O)O)c1ccccc1Cl	-2%	4.3%
CCc1nnc(NC(=O)CSc2nnc(CNc3cccc(C)c3)n2-c2ccccc2)s1	6%	1.4%
NNC(=O)Cc1cn(-c2ncc(C(F)(F)F)cc2Cl)c2ccccc12	·	-1.3%
O=C1CSC(=O)N1CN1CCCCC1	0%	0.6%
CC(C)(C)c1cccc(/C=N/O)c1O	-11%	-3.3%
NC(=O)c1ccccc1NC(=O)c1cccc(F)c1	0%	2.5%

Structural class: the entries above with a tert-butyl group (two)
SMILES	MKP-3 inhibition	Hsp70 inhibitors
CC(C)(C)c1ccc(S(=O)(=O)N2CCCC2)cc1	-5%	2.1%
CC(C)(C)c1cccc(/C=N/O)c1O	-11%	-3.3%

High-throughput results as filed in PubChem.
